Compound activity from PubChem.
p53 reactivator: mutant p53 re-activation in reporter cells; H1299 p53-A138V BP100-luciferase reporter, luminescence, 24 h; Potency, µM (series often up to 92.2 µM), without a hit: top-dose activity change, positive = activation, actives largely listed as activators; 320,000 tested, 0.063% active; note: potency is the fitted concentration of half-maximal effect; % of control where 0% means no effect; nearly all actives have a fitted effect of over 45% in size
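p53-null H1299 cells stably carrying temperature-sensitive p53-A138V and a BP100-luciferase reporter were pinned with compounds (4-point, 1:5 series) and held 24 hrs at 37 deg C. Luminescence was read 10 min after detection reagent.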
VP16 counter: Gal4-VP16 reporter inhibition counter-screen; AID 2546; Drosophila S2 Gal4-VP16 UAS-luciferase, luminescence, 20 h; Potency, µM (highest dose often 53.6 µM), without a hit: at the top dose activity, negative = inhibition, actives largely listed as inhibitors; 310,000 tested, 3.5% active;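 note: Gal4-VP16 expression switched on by copper sulfate through the metallothionein promoter; potency is the fitted concentration of half-maximal effect; % is set by controls: 0 for no effect and ±100 for the full control effect; nearly all actives have a fitted effect of over 50% in size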
Menin-MLL TR inh: inhibitors of human menin-MLL interaction, mutant MLL peptide; O00255; Menin + Texas Red MLL mutant peptide, fluorescence polarization; Potency, µM (titrated, usually from 61.6 µM), for inactives: at the highest dose FP activity change, negative = inhibition, hits mostly inhibitors; 270,000 tested, 0.23% active; AID 1768; active = well fitted inhibition curve with a large enough effect in the polarisation, with a control signal flat, not every such curve was filed as active; inconclusive = small, poorly fitted or top-dose-only effect, or effect the other way, or a change in a side signal; inactive = no such curve, though single readings can be large or run the other way; the % refers to the polarisation; note: potency is the fitted concentration of half-maximal effect; % of control where 0% means no effect; many of its hits are not listed in these tables
Giardia kill: Giardia lamblia killing; Giardia lamblia trophozoite viability; activity change, % at 7.66 µM, hits read low; 340,000 tested, 0.15% active; in the data active = activity change below about -80%; inconclusive = between about -30% and that limit;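 note: parasites exposed to compound for two days anaerobically before the ATP read; % is set by controls: 0 for no effect and ±100 for the full control effect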
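Compounds were tested on trophozoites seeded at 100 cells/well and held 48 hrs at 37 deg C anaerobically. An ATP-based luminescent kit measured the remaining live cells.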
NPC1 promoter act: activators of NPC1 promoter. 320,000 tested, 2.4% active. Potency, µM (series often up to 9.22 µM), for inactives: at the top dose activation, usual class: activators. Huh7 NPC1 promoter luciferase reporter, 24 h;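 note: potency is the fitted concentration of half-maximal effect; % of control where 0% means no effect; nearly all actives have a fitted effect of over 60% in size; reporter is driven by a mutant NPC1 promoter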
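Luminescence from an NPC1 promoter-driven luciferase reporter in stably transfected Huh7 cells was measured after 24 h compound treatment at 37 °C, followed by 10 min ambient incubation with luciferase detection reagent.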
Rab9 promoter act: Rab9 promoter activation | Potency, µM (top dose mostly 9.22 µM), for the others: top-dose activation, negative = inhibition, actives largely listed as activators | Huh7 Rab9 promoter-luciferase reporter, luminescence, 24 h | 320,000 tested, 2.8% active; note: potency is the fitted concentration of half-maximal effect; % of control where 0% means no effect; nearly all actives have a fitted effect of over 60% in size
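Luminescence read-out: Huh7 cells stably expressing Rab9-luciferase, treated 24 h with compound at 37 °C, then lysed with luciferase reagent for 10 min at ambient before reading.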
PKM2 activator: PKM2 (human) enzyme activation. AID 1631. 260,000 tested, 0.34% active. purified PKM2, Kinase-Glo ATP luminescence, activation; response scale: 0% is enzyme alone, no compound. P14618. Potency, µM (doses to about 57.5 µM), for inactives: at the top dose activation, actives largely listed as activators; note: potency is the fitted concentration of half-maximal effect; % is set by controls: 0 for no effect and ±100 for the full control effect; nearly all actives have a fitted effect of over 55% in size
Target sequence (P14618 whole entry, looked up): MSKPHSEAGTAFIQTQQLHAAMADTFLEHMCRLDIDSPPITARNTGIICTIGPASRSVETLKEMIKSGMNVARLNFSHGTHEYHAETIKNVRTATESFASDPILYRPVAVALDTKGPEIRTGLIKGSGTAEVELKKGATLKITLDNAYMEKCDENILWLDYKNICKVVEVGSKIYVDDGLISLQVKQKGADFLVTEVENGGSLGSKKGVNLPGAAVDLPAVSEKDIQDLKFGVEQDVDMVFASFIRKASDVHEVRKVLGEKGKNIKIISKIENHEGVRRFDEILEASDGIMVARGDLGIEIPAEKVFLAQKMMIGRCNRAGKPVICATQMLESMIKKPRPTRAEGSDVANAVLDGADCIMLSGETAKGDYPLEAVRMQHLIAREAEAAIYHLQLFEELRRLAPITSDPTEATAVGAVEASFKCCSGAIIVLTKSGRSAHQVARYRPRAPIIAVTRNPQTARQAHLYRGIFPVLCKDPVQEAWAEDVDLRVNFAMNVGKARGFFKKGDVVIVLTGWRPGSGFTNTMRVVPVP
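Purified hPK-M2 (>95%) run at intermediate activity with 0.1 mM ADP and 0.5 mM PEP in 50 mM imidazole pH 7.2, KCl, MgCl2; 1 h room temperature. ATP formed read by Kinase-Glo luminescence; normalized to uninhibited and no-enzyme controls.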
RORg inh: ROR gamma (mouse) transcription inhibition | P51450 | Drosophila S2 Gal4-RORgamma UAS-luciferase reporter, 20 h | Potency, µM (highest dose often 53.6 µM), without a hit: at the top dose activity change, negative = inhibition, usual class: inhibitors | 310,000 tested, 5.4% active | AID 2551; note: potency is the fitted concentration of half-maximal effect; % is set by controls: 0 for no effect and ±100 for the full control effect; nearly all actives have a fitted effect of over 60% in size
Target sequence (P51450 whole entry, looked up, the tested form may be a part): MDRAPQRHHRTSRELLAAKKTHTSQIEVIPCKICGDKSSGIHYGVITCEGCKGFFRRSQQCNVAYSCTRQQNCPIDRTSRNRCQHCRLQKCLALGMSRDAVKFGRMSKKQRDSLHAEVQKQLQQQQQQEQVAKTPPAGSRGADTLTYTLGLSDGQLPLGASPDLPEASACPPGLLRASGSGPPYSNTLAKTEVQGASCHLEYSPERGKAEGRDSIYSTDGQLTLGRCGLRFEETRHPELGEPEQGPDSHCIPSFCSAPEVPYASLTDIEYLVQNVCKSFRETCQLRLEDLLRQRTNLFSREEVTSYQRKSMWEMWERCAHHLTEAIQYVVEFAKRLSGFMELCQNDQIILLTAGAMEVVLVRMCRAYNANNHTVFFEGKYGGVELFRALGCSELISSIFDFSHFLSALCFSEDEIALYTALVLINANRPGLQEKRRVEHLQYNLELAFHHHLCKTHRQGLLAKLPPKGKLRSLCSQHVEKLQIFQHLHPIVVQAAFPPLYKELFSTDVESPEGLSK
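Compounds are pin-transferred onto Drosophila Schneider cells expressing a copper-inducible Gal4–ROR gamma transactivation domain fusion. After 1 hr, copper sulfate is added to 700 uM final; luciferase is read 20 hr later.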
ELG1 genotoxic: induces genotoxicity in HEK293T cells with luciferase-tagged ELG1; HEK293T ELG1-luciferase reporter, luminescence, 16 h; Potency, µM (doses to about 46 µM), for inactives: top-dose activity change, positive = activation, usual class: activators; 330,000 tested, 1.3% active; note: potency is the fitted concentration of half-maximal effect; % of control where 0% means no effect; nearly all actives have a fitted effect of over 60% in size
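Cells (2,000/well) expressing the ELG1-luciferase fusion are dosed by pin tool and kept 16 hr at 37 °C, 5% CO2. Signal comes from ONE-Glo luciferase reagent after 30 min at room temperature.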
BRCA1 expr up: increases BRCA1 expression; MCF7-BRCA1-FFLuc reporter, luminescence, 48 h; response scale: scaled: vehicle 0%, 10 µM genistein 100%; Potency, µM (series often up to 46.1 µM), for the others: at the highest dose activation, most hits filed as activators; 380,000 tested, 1.1% active; AID 624202; note: potency is the fitted concentration of half-maximal effect; nearly all actives have a fitted effect of over 80% in size; some results filed as inactive show a strong effect at the top dose
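MCF7-BRCA1-FFLuc cells, 2000/well in phenol-red-free MEM, attached 2 h then treated 48 h at 37 C. Luciferase luminescence read 15 min after reagent; normalized to genistein maximum activation (10microM) and DMSO, concentration-response fitted.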
FLuc modulator: counter-screen for miR-21 project: firefly luciferase inhibitors or activators; Potency, µM (top dose mostly 57.5 µM), inactives show top-dose activity change, negative = inhibition, actives largely listed as inhibitors; purified FLuc, Km substrates, luminescence inhibition; 360,000 tested, 6.9% active;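 note: potency is the fitted concentration of half-maximal effect; plate controls were vehicle for no effect and reference inhibitor for full effect; nearly all actives have a fitted effect of over 55% in size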
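Purified P. pyralis luciferase (10nM final) with 10uM D-luciferin and 10uM ATP (Km levels) in 50mM Tris acetate pH 7.5, 10mM Mg acetate, 0.01% Tween-20, 0.05% BSA; qHTS 6-point titration, ~60 µM downward; luminescence read.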
Starred values were filed as active, the others as inactive; ? = inconclusive; . = no result given; [ ] = dose if it differs, or a comment. Unless noted, calls come from the whole dose curve; as a rule, active = well fitted curve in the direction sought with a large enough effect; inconclusive = small, poorly fitted or top-dose-only effect, or another doubt; inactive = no such curve, though single readings can be large; an effect the other way counts as inactive or inconclusive.

SMILES	p53 reactivator	VP16 counter	Menin-MLL TR inh	Giardia kill	NPC1 promoter act	Rab9 promoter act	PKM2 activator	RORg inh	ELG1 genotoxic	BRCA1 expr up	FLuc modulator
NC(=O)C[C@@H]1NC(=O)CNC(=O)c2cc([N+](=O)[O-])cc(I)c2NCCC(C(N)=O)NC1=O (some centres not stated)	10%	-12%	10%	-10	1%	-2%	-12%	13%	1%	2%	6%
CCN(CC)CCN1C2=C(C(=O)CC(C)(C)C2)C(c2cccc(F)c2)C2=C1CC(C)(C)CC2=O	-1%	1%	0%	29	-1%	2%	.	12%	-2%	10%	-1%
NC(=O)c1ccccc1N/C=C/C(=O)c1ccco1	?	-9%	4%	11	?	3.2µM*	-19%	-20%	5.2µM*	?	9.5µM*
CCNC(=S)N(CCCO)Cc1cc2cc3c(cc2[nH]c1=O)OCCO3	.	-10%	1%	15	-5%	-3%	-2%	23%	5%	-24%	1%
COC(=O)c1c(NC(=O)c2nc3ccccc3s2)sc2c1CCN(C(C)=O)C2	8%	-2%	36%[activator]	-4	-2%	18%	11%	36%	-1%	-34%	?
S=C(NCc1ccccc1Cl)Nc1ccccc1Cl	0%	2.8µM*	?	15	-4%	-2%	21%	0.56µM*	-7%	13%	-13%
O=C(c1ccccc1)c1ccncc1	-1%	-24%	?	-2	0%	-9%	13%	26%	1%	4%	0%
CCn1c(SCC(=O)Nc2nc(C)cs2)nnc1-c1ccco1	-3%	17%	1%	-6	-3%	-8%	1%	13%	-3%	5%	2%
CC(=O)Nc1ccccc1C(=O)C(=O)Nc1ccc(F)cc1	5%	-3%	-12%	6	?	2.5µM*	1%	20%	10%	6%	2%
Cc1ccc(NC(=O)c2cccc(NC(=O)/C=C/c3ccco3)c2)cc1C	?	-22%	?	-9	?	3.2µM*	?	32%	0%	-17%	1.9µM*
Cc1ccc(S(=O)(=O)N(C)C)cc1NC(=O)COC(=O)COc1ccccc1[N+](=O)[O-]	4%	-7%	-12%	2	-1%	-1%	0%	33%	1%	-18%	-4%
COc1ccc(NCCNc2ccc(OC)cc2)cc1	0%	-4%	.	-13	3%	-6%	3%	12%	-3%	-20%	-4%
S=C(NCCc1ccccc1)NN=C1CCCCCC1	12%	1%	-6%	-28	?	?	8%	-15%	?	96%	17µM*
COc1cc(C(C(=O)NC(C)(C)C)N(C(=O)CNC(=O)c2cccs2)c2ccccc2)cc(OC)c1OC (configuration not stated)	-2%	-11%	-3%	6	2%	3%	-16%	-1%	1%	0%	2%
CCCCCCc1nnc(NC(=O)OCC)s1	1%	8%	-1%	2	-3%	5%	-1%	10%	2%	-1%	3%
COCc1c(C(=O)N2CCN(Cc3ccc(C#N)cc3)CC2)oc2ccccc12	17%	2%	-16%	8	-3%	0%	-2%	7%	-4%	-25%	-2%
CCN(CC)S(=O)(=O)c1ccc(C(=O)N2CCN(C3=NS(=O)(=O)c4ccccc43)CC2)cc1	11%	-3%	.	-1	-3%	0%	-2%	22%	-2%	-16%	-3%
Cc1cc(=O)oc2c(C)c(OCC(=O)NCCCN3CCOCC3)ccc12	12%	0%	-20%	?	-2%	2%	.	-27%	4%	-2%	1%
Cc1ccc(N(O)C(=O)OCCNC(=O)Nc2ccccc2)cc1	-8%	-2%	4%	-10	1%	-3%	-1%	0%	0%	1%	3%
COc1ccc(NC(=O)CN2CCC(Cc3ccccc3)CC2)cc1S(=O)(=O)N1CCOCC1	-7%	-12%	-7%	28	0%	-8%	1%	20%	-1%	-25%	-2%
Cc1ccc(-n2nnnc2SCC(=O)Nc2sc(C)c(C)c2C#N)cc1C	8%	-7%	1%	-3	-3%	2%	1%	18%	0%	13%	0%
CC(=O)Nn1cnc2c(c1=O)C1(CCCCC1)Cc1ccccc1-2	-4%	10%	-3%	11	-2%	2%	1%	2%	1%	-24%	1%
COc1ccc([N+](=O)[O-])cc1NS(=O)(=O)c1ccc(C(=O)N2CCCC2)cc1	3%	.	.	-16	0%	-1%	.	.	1%	-16%	0%
CC1CC1C(=O)OCC(=O)Nc1ccc(N=Nc2ccccc2)cc1 (configuration not stated)	?	-8%	?	7	3.2µM*	1.8µM*	5%	-4%	16µM*	?	?
Nc1ccc(-c2ccc3ccccc3n2)cc1	.	11µM*	?	.	1.5µM*	1.3µM*	.	-20%	.	.	.

Reprinted from the listing for reference:
SMILES	p53 reactivator	VP16 counter	Menin-MLL TR inh	Giardia kill	NPC1 promoter act	Rab9 promoter act	PKM2 activator	RORg inh	ELG1 genotoxic	BRCA1 expr up	FLuc modulator
NC(=O)C[C@@H]1NC(=O)CNC(=O)c2cc([N+](=O)[O-])cc(I)c2NCCC(C(N)=O)NC1=O (some centres not stated)	10%	-12%	10%	-10	1%	-2%	-12%	13%	1%	2%	6%
CCN(CC)CCN1C2=C(C(=O)CC(C)(C)C2)C(c2cccc(F)c2)C2=C1CC(C)(C)CC2=O	-1%	1%	0%	29	-1%	2%	.	12%	-2%	10%	-1%

New compounds follow:
SMILES	p53 reactivator	VP16 counter	Menin-MLL TR inh	Giardia kill	NPC1 promoter act	Rab9 promoter act	PKM2 activator	RORg inh	ELG1 genotoxic	BRCA1 expr up	FLuc modulator
CCOc1ccc(N(C)C(=O)CCc2nnc3ccc(N4CCCCC4)nn23)cc1	-6%	1%	.	?	-2%	-2%	.	8%	4%	0%	-1%
O=C(Cc1ccccc1Cl)NNC(=O)Nc1ccccc1	-9%	-12%	-3%	-11	-5%	1%	2%	21%	0%	0%	1%
CSc1ccccc1OCc1cc(C(=O)N2CCc3c(Cl)cccc3C2)no1	11%	?	19%	-17	-2%	15%	.	13µM*	-4%	-5%	3%
c1ccc(-c2noc(C34CC5CC(CC(C5)C3)C4)n2)cc1	16%	-23%	-15%	11	1%	2%	1%	?	?	78%	?
COc1ccc(NC(=O)c2ccc(NC(=O)COC(=O)CC(NC(=O)c3ccccc3Cl)c3ccccc3)cc2)cc1 (configuration not stated)	-2%	2%	-16%	34[activator]	11%	0%	-4%	38%	10%	77%	?
O=c1[nH]c2ccc(S(=O)(=O)N3CCN(c4ccccc4F)CC3)cc2s1	5%	.	?	-12	-6%	-1%	2%	40%[0.365 µM]	-9%	-34%	4%
COc1ccc(NS(=O)(=O)c2cc(NC(=O)c3cccc(OCc4c(C)noc4C)c3)ccc2OC)cc1	0%	1%	-3%	1	-18%	-6%	2%	-9%	-1%	-62%	7%
CCCn1nc(NC(=O)COC)c2cc3cc(C)ccc3nc21	3%	5%	-8%	32[activator]	25%	29%	.	-1%	3%	96%	-9%
Cc1c(Cl)cccc1NC(=O)CCN1CCCC(C)C1 (configuration not stated)	1%	1%	18%	-25	-5%	-1%	0%	-3%	5%	4%	2%
CCOc1cccc(N2C(=O)CC(NCc3ccc(S(N)(=O)=O)cc3)C2=O)c1 (configuration not stated)	-2%	4%	16%	-7	1%	4%	-12%	8%	-3%	-9%	2%
CN1C(=O)C2(c3ccccc31)c1c(oc3ccccc3c1=O)C(=O)N2CCO (configuration not stated)	6%	12%	.	14	-8%	-3%	1%	3%	-1%	-9%	-1%
Cn1cccc1C(=O)NC(=O)COC(=O)Cc1coc2ccc3ccccc3c12	0%	-9%	?	-4	-5%	-6%	0%	-19%	-8%	0%	-2%
CCOC(=O)NC(Cc1c[nH]c2ccccc12)C(=O)NCCc1ccc(S(N)(=O)=O)cc1 (configuration not stated)	-6%	6%	-13%	-2	-3%	-3%	.	0%	-8%	-24%	1%
CCOC(=O)c1cc(-c2ccccc2)sc1NC(=O)CC	.	3%	1%	0	-6%	2%	5%	-36%	-3%	27%	6%

Reprinted at random: 4 records from the list, in no set order.
SMILES	p53 reactivator	VP16 counter	Menin-MLL TR inh	Giardia kill	NPC1 promoter act	Rab9 promoter act	PKM2 activator	RORg inh	ELG1 genotoxic	BRCA1 expr up	FLuc modulator
COc1ccc(NC(=O)c2ccc(NC(=O)COC(=O)CC(NC(=O)c3ccccc3Cl)c3ccccc3)cc2)cc1 (configuration not stated)	-2%	2%	-16%	34[activator]	11%	0%	-4%	38%	10%	77%	?
CCOc1cccc(N2C(=O)CC(NCc3ccc(S(N)(=O)=O)cc3)C2=O)c1 (configuration not stated)	-2%	4%	16%	-7	1%	4%	-12%	8%	-3%	-9%	2%
CCCn1nc(NC(=O)COC)c2cc3cc(C)ccc3nc21	3%	5%	-8%	32[activator]	25%	29%	.	-1%	3%	96%	-9%
Cn1cccc1C(=O)NC(=O)COC(=O)Cc1coc2ccc3ccccc3c12	0%	-9%	?	-4	-5%	-6%	0%	-19%	-8%	0%	-2%

An excerpt. The share of hits here may be higher or lower than overall.
